# Screening results as filed in PubChem.
# Dicer inh: inhibitors of Dicer pre-microRNA processing, primary screen, biochemical, cat-ELCCA, chemiluminescence | cat-ELCCA pre-miR-21 Dicer processing; hits give high values | z-score at 25 µM | hit rate 6% among 47,000 | AID 1347074, 2019; in the data active = z-score above about 3, passing the limit was not always enough;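 also: plate controls were vehicle for no effect and no enzyme for full effect; higher signal means more uncleaved substrate so more Dicer inhibition; strong numbers were not always called active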
# Target sequence (Q9UPY3 whole entry, looked up): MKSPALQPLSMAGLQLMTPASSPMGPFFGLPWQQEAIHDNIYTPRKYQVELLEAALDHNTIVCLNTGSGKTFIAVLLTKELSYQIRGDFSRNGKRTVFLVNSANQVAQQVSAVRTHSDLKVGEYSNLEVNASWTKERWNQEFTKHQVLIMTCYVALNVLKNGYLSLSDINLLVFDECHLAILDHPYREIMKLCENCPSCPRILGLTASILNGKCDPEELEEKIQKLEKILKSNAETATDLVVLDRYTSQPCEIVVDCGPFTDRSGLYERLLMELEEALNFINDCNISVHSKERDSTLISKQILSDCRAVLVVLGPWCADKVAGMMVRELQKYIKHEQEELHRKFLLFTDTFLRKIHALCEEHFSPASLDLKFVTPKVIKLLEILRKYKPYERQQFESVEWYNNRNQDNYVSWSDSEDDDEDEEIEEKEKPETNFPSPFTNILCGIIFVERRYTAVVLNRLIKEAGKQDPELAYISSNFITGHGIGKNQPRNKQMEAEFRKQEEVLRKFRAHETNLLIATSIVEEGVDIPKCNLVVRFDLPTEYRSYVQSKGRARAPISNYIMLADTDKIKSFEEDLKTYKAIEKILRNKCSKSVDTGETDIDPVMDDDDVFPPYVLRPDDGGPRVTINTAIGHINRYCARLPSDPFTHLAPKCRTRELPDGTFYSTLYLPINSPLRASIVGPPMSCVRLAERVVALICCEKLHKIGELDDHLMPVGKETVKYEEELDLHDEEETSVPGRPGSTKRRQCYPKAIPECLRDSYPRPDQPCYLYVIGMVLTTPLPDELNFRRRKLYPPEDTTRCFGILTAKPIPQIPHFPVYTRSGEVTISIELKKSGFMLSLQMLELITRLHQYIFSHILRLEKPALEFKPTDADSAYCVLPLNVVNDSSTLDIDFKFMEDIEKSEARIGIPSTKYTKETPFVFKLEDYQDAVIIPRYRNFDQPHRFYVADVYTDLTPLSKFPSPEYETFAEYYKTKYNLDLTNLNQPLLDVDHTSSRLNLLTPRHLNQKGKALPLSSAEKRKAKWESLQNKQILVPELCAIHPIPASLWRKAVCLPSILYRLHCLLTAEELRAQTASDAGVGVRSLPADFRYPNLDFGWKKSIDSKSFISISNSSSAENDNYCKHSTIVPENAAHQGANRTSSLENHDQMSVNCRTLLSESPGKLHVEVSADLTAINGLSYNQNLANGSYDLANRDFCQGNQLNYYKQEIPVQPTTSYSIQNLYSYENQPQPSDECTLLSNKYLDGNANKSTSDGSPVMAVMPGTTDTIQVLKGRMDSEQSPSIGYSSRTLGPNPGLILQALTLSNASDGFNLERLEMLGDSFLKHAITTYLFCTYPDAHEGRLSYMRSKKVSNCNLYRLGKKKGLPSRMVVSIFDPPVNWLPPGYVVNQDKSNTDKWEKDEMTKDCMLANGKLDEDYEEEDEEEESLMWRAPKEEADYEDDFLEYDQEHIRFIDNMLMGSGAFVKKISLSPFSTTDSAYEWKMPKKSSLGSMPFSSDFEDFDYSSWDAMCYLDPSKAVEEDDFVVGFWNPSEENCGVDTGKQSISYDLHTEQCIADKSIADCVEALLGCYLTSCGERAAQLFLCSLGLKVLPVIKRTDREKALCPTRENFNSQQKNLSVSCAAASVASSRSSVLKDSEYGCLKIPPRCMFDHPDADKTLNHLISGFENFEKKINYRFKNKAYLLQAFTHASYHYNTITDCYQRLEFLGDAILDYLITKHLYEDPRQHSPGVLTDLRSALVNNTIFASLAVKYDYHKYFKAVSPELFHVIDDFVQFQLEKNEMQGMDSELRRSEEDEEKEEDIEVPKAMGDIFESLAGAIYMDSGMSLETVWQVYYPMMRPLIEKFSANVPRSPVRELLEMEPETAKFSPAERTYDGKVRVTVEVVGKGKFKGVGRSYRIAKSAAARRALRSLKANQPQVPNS
# * marks the source's active call; other numbers are inactive results. A portion of the library; the hit share may differ from the screen's.
SMILES,Dicer inh
COc1ccc(-c2nc(=S)[nH][nH]2)cc1,0.47
COc1ccc(/C(O)=C2/C(=O)C(=O)N(CCc3ccccc3)C2c2ccc(OC)cc2)cc1 (configuration not stated),-0.72
COC(=O)C1=NOC2C(=O)N(c3ccc(Br)cc3)C(=O)C12 (configuration not stated),0.81
Cc1cc(C)c(C#N)c(SCc2ccc(Cl)cc2)n1,-4.8
COc1ccccc1OCCSc1nc2ccccc2n1CCO,-0.86
CCOC(=O)N1CCN(S(=O)(=O)c2ccc(Cl)cc2)CC1,2.9
CCOC(=O)COc1ccc(Cl)cc1C(=O)OC,1
COC(=O)C1=C(C)Nc2nnnn2C1c1cccnc1 (configuration not stated),-0.15
Cc1ccc(S(=O)(=O)NC2c3ccccc3-c3ccccc32)cc1,-1.1
COC(=O)c1ccsc1NC(=O)c1ccccc1,1.4
Cc1cc2n(n1)C(c1ccccc1O)Nc1ccccc1-2 (configuration not stated),0.37
O=C1/C(=C/c2ccc(-c3cccs3)s2)COc2c(F)cc(F)cc21,-1.3
O=C(O)CSc1nnc2n1-c1ccc(Cl)cc1NN2,-1.1
CN1c2ccc(Cl)cc2C(=O)NC1c1ccc([N+](=O)[O-])s1 (configuration not stated),-0.03
Cc1nc(-c2ccccn2)[nH]c(=O)c1Cl,0.11
O=S(=O)(Oc1ccccc1N1CCOCC1)c1cccs1,7.6
Cc1ccc(-c2cn3c4ccccc4nc3n2CCN2CCOCC2)cc1,2.2
Nc1cc(=O)[nH]c2nnc(SCc3ccc(Br)cc3)n12,0.96
Cc1nc(N2CCOCC2)nc(NCc2ccccc2)c1[N+](=O)[O-],2.9
CCn1nc(C)c(Br)c1-c1nc(-c2cccc(C(F)(F)F)c2)no1,-0.16
NNC(=S)Nc1cc(C(F)(F)F)ccc1Cl,1.9
O=C(Nc1ccc(Br)cc1C(F)(F)F)C(Cl)Cl,-0.68
COC(=O)Cn1c(C(F)(F)F)nc2ccccc21,1.2
Cc1ccc2c(c1)N(C)/C(=C/c1ccc3ccccc3[n+]1C)S2,-0.12
c1ccc(Cc2nnc3n2N=C(c2ccccc2)CS3)cc1,0.56
O=C1Nc2ccccc2/C1=C/c1ccc(CN2C(=O)c3ccccc3C2=O)o1,-0.74
O=C(/C=C/Sc1nc2ccccc2s1)c1ccccc1,-0.51
Clc1ccc(CSc2ncc3ccccn23)cc1,2.4
CN(C)c1nc2n(c(=O)n1)CCS2,0.73
COc1ccc(C(=O)c2coc3c2cc(O)c2ccccc23)cc1,-0.88
O=C(OC1CC1(Cl)Cl)c1ccccc1 (configuration not stated),-0.63
COC(=O)/C=C/c1cn(C2OCC(CO)C2O)c(=O)[nH]c1=O (configuration not stated),0.82
CC(=O)NC1CCN(C(=S)Nc2ccc(Cl)cc2C)CC1,-0.09
Clc1ccc(CSc2cccs2)cc1,-0.55
CCOC(=O)c1sc(NC(=O)c2ccco2)nc1C,-1.4
Nc1c(C(=O)N/N=C/c2ccc(Cl)cc2)oc2nc(-c3ccccc3)cc(-c3ccccc3)c12,-1.5
CCOC(=O)c1c(NC(=O)CN2CCOCC2)sc2c1CCCC2,0.77
Cn1nc(C(F)(F)F)c(-c2ccccc2)c1/N=C/c1ccc[nH]1,-0.55
O=C(O)/C=C/c1cnc[nH]1,-0.67
Cc1nc(N2C(=O)c3oc4ccccc4c(=O)c3C2c2ccc(Br)cc2)sc1C (configuration not stated),0.23
COc1ccc(CCN2C(=O)CSC2c2ccc(F)cc2)cc1OC (configuration not stated),-0.64
O=c1[nH]c(=O)n(Cc2c(Cl)cccc2Cl)cc1F,0.05
CS(=O)(=O)CS(=O)(=O)Oc1ccc(Br)cc1,-0.62
COc1ccc(/C=C/c2nc3scc(-c4cccs4)c3c(=O)o2)cc1,0.61
CCOC(=O)c1c(NC(=O)CN2CC(C)OC(C)C2)sc2c1CCC(C)C2 (configuration not stated),-0.35
O=S(=O)(c1ccc2c(c1)OCCO2)N1CCN(Cc2ccc3c(c2)OCO3)CC1,-0.58
O=c1oc2ccc(Cl)cc2cc1-c1ccc([N+](=O)[O-])cc1,0.12
O=C(O)c1cnc2sc3ccccc3n2c1=O,1.5
C#CCSc1nc(C)cc(C(=O)OCC)c1C#N,1.4
CC(C)c1ccc(N2C(=O)C3C4C=CC(CC4)C3C2=O)cc1 (configuration not stated),3.5*
CNC(=S)C12CC3CC(CC(C3)C1)C2,-0.13
COc1cc(SC)ccc1C(=O)Nc1nc2ccc(S(C)(=O)=O)cc2s1,1.6
CC1(C)SC(c2ccc(Cl)cc2Cl)NC1C(=O)O (configuration not stated),0.05
Cc1ccc(S(=O)(=O)/C(=N/Nc2cc(C(F)(F)F)cc(C(F)(F)F)c2)[N+](=O)[O-])cc1,0.29
COc1ccc(C2Nc3c(C)cc(C)cc3-c3cc(C)nn32)cc1O (configuration not stated),4.3*
CCC1(CC)C(=O)c2cc3ccccc3cc2C1=O,1.9
CCC(NC1CS(=O)(=O)CC1O)C(=O)O (configuration not stated),-0.44
Cc1cc2oc3c(c(=O)c2cc1C)C(c1ccc(O)cc1)N(CCCN1CCOCC1)C3=O (configuration not stated),-0.48
Nc1ncncc1-c1ccc(Cl)cc1,1.2
COc1ccc(/C(O)=C2/C(=O)C(=O)N(CCCN(C)C)C2c2cccnc2)cc1 (configuration not stated),12
# (further entries)
SMILES,Dicer inh
Clc1ccc(-c2noc(-c3cccs3)n2)cc1,0.42
Cc1cc(C)c(N=C(N)/N=C(\N)NN)c(C)c1,-0.97
CN(C)/C=N/c1nnc(SCc2ccc([N+](=O)[O-])cc2)s1,1.4
Cc1cc2nc(SCCN3CCOCC3)[nH]c2cc1C,-0.89
CCSc1nc2c(c(=O)[nH]1)C1(CCCC1)Cc1ccccc1-2,0.22
c1ccc2c(c1)Oc1ccccc1S2,-0.52
Cc1csc2ncnc(N3CCN(C(=S)NCC4CC4)CC3)c12,0.99
CSC(=N\N=C(/C)c1ccc(Br)cc1)/N=C/N(C)C,-0.57
N/C(CSc1ncccc1C(F)(F)F)=N\O,-0.47
C=CCSc1nnc2n1CCCN2C(=O)Nc1cccc(Cl)c1,-1.2
CCCSC(=NCC)Nc1c(C)cccc1C,0.82
Cc1oc2ccc(NS(=O)(=O)c3ccc(F)cc3)cc2c1C(=O)O,-1.6

# Copied from the entries so far for reference:
SMILES,Dicer inh
COc1ccc(-c2nc(=S)[nH][nH]2)cc1,0.47
COc1ccc(/C(O)=C2/C(=O)C(=O)N(CCc3ccccc3)C2c2ccc(OC)cc2)cc1 (configuration not stated),-0.72
COC(=O)C1=NOC2C(=O)N(c3ccc(Br)cc3)C(=O)C12 (configuration not stated),0.81
Cc1cc(C)c(C#N)c(SCc2ccc(Cl)cc2)n1,-4.8
COc1ccccc1OCCSc1nc2ccccc2n1CCO,-0.86
CCOC(=O)N1CCN(S(=O)(=O)c2ccc(Cl)cc2)CC1,2.9
CCOC(=O)COc1ccc(Cl)cc1C(=O)OC,1
COC(=O)C1=C(C)Nc2nnnn2C1c1cccnc1 (configuration not stated),-0.15
Cc1ccc(S(=O)(=O)NC2c3ccccc3-c3ccccc32)cc1,-1.1
COC(=O)c1ccsc1NC(=O)c1ccccc1,1.4
Cc1cc2n(n1)C(c1ccccc1O)Nc1ccccc1-2 (configuration not stated),0.37
O=C1/C(=C/c2ccc(-c3cccs3)s2)COc2c(F)cc(F)cc21,-1.3
O=C(O)CSc1nnc2n1-c1ccc(Cl)cc1NN2,-1.1
CN1c2ccc(Cl)cc2C(=O)NC1c1ccc([N+](=O)[O-])s1 (configuration not stated),-0.03
Cc1nc(-c2ccccn2)[nH]c(=O)c1Cl,0.11
O=S(=O)(Oc1ccccc1N1CCOCC1)c1cccs1,7.6
Cc1ccc(-c2cn3c4ccccc4nc3n2CCN2CCOCC2)cc1,2.2
Nc1cc(=O)[nH]c2nnc(SCc3ccc(Br)cc3)n12,0.96
Cc1nc(N2CCOCC2)nc(NCc2ccccc2)c1[N+](=O)[O-],2.9
CCn1nc(C)c(Br)c1-c1nc(-c2cccc(C(F)(F)F)c2)no1,-0.16
NNC(=S)Nc1cc(C(F)(F)F)ccc1Cl,1.9
O=C(Nc1ccc(Br)cc1C(F)(F)F)C(Cl)Cl,-0.68

# New compounds follow
SMILES,Dicer inh
CCCc1ccc(NCN2C(=O)c3ccccc3C2=O)cc1,2.2
CSc1nc(-c2cccs2)c(C#N)c(=O)n1C,-1.1
Cc1ccc(N2C(=O)CC(Sc3nccc(C)n3)C2=O)cc1 (configuration not stated),0.98
Nc1nc(N)nc(Cc2ccccc2)n1,1.8
CC(C)(C)NNC(=O)c1ccccc1N,-1.3
O=C(Nc1ccc(Cl)c(-c2nc3cc(Cl)ccc3o2)c1)c1ccc([N+](=O)[O-])o1,-0.45
CCOC(CN(C(=O)c1ccc(F)cc1)c1ccc(F)cc1)OCC,0.17
Cn1cc(Br)c(/C=N/Nc2ccccn2)n1,2
CCOC(=O)c1sc(=S)n(-c2cc(C)ccc2C)c1N,5.2*
CCCCCCSc1nnc2nc(C)cc(C)n12,-1
COCCN1C(=O)C(=O)/C(=C(\O)c2ccc(C)c(F)c2)C12C(=O)N(C)c1ccccc12 (configuration not stated),0.63
CCOc1ccc(/C=C/c2nc(-c3cccc(C)c3)no2)cc1OCC,0.92
O=C1CC(c2ccc3ccccc3c2)c2ccc3ccccc3c2N1 (configuration not stated),1.7
O=S(=O)(NCCSc1ccccn1)c1ccc(Cl)cc1,-0.32
CN(C)CCCN1C(=O)C(=O)/C(=C(/O)c2ccccc2)C1c1ccncc1 (configuration not stated),2.8
O=C(NCc1ccc(S(=O)(=O)Nc2ccc(I)cc2F)s1)c1ccccc1,1.5
COC(=O)c1cscc1OC(=O)c1ccc(C(F)(F)F)cc1,-4.2
COc1cc(C(=O)NNC(=O)c2ccccc2)c(-n2c(C)ccc2C)cc1OC,-0.88
O=C(Cn1c(NCCO)nc2ccccc21)c1ccc(Cl)cc1,1.8
CCc1ccc(Oc2coc3cc(OC(=O)C(C)C)ccc3c2=O)cc1,-0.73
O=C(Nc1nc2c(Br)cc(Br)cc2c(=O)s1)c1cccs1,0.71
COc1ccc(-c2noc(-c3ccc(F)cc3)n2)cc1,0.55
Clc1ccc(SCc2csc(-c3ccc(Cl)cc3)n2)cc1,-1.8
Cc1nn(Cc2nnc(SCC(=O)c3ccc(Cl)cc3)n2C)c(C)c1[N+](=O)[O-],2.1
CCSc1s[nH]c(=O)c1C#N,1.6
Cc1c(C#N)c(Sc2ccccc2N)nc2ccccc12,-1.8
CN(C)/C=N/c1nnc(C(C)(C)C)s1,-0.86
CC(C(=O)N1CCCC1)N1c2cccc3cccc(c23)S1(=O)=O (configuration not stated),-0.76
CCOc1ccc(C2c3c(oc4ccc(C)cc4c3=O)C(=O)N2c2nc(C)c(C(=O)OC)s2)cc1 (configuration not stated),0.53
Cc1csc(NC2OC(=O)c3ccccc32)n1 (configuration not stated),1.8
O=C(N1CCCC1)C1(c2ccccc2)CCOCC1,3*
CCOC(=O)NC(NC(C)c1ccccc1)(C(F)(F)F)C(F)(F)F (configuration not stated),-0.53
CCn1c(NCCSc2nc3ccccc3n2C)nc2ccccc21,-0.11
OC(CN1CCCC1)Cn1ccc2ccccc21 (configuration not stated),0.76
CCc1cccc(CC)c1NC(=O)C(Sc1ccccn1)c1ccccc1 (configuration not stated),1.6
Cc1cc(C(=O)Nc2ccccc2)c(C)n1Cc1cccs1,-0.89
O=C1CC(Sc2cccs2)C(=O)N1c1ccc(F)cc1 (configuration not stated),-6.2
COc1ccccc1C1SCCN1S(=O)(=O)c1ccc(Cl)cc1 (configuration not stated),1.2
COc1ccc(OC)c(Nc2ncnc3ccccc23)c1,-1.4
CCSc1nnc2c(n1)OC(c1ccc(O)cc1)Nc1ccccc1-2 (configuration not stated),-0.74
Cc1ccc(Sc2nc(-c3cccs3)ns2)cc1,-0.79
C=CCOc1ccc(C2c3c(oc4ccccc4c3=O)C(=O)N2c2nncs2)cc1 (configuration not stated),-1
N=c1scc(-c2ccccc2)n1-c1cc(C(F)(F)F)ccc1N1CCOCC1,0.84
O=C1S/C(=C\c2ccc(F)cc2)C(=O)N1c1ccccc1,1.3
C=CCOc1ccc(C2c3c(oc4ccccc4c3=O)C(=O)N2c2nnc(C)s2)cc1OCC (configuration not stated),-0.21
O=C(c1ccco1)N1CCN(C(=O)C2CC(c3cccc(Br)c3)=NO2)CC1 (configuration not stated),-0.43
CCOC(=O)c1c(SC)nc2ccc(Cl)cc2c1N1CCCCCC1,-1.4
Cc1nn(CC(O)CN2c3ccccc3Sc3ccccc32)c(C)c1Br (configuration not stated),-2
C=CCN1C(=O)C(O)(CC(=O)c2ccc(C)s2)c2ccccc21 (configuration not stated),0.19
CC(C1CC1)N(C(=O)c1ccc(F)cc1)c1ccccc1 (configuration not stated),-2
CC1CCN(S(=O)(=O)c2cccc3c(S(=O)(=O)N4CCC(C)CC4)cccc23)CC1,-0.72
CC(C)(C)c1ccc(Cn2c(CO)nc3ccccc32)cc1,-0.73
CCCCCCn1c(C2CC(=O)N(c3ccccc3)C2)nc2ccccc21 (configuration not stated),2.2
COC(=O)CN(c1nc(C)cc(OC)n1)S(=O)(=O)c1ccccc1,0.86
Cc1ccc(Nc2nnc(-c3ccc(C)c(S(=O)(=O)N4CCOCC4)c3)c3ccccc23)cc1,-0.18
Cc1cc(C)cc(Oc2coc3cc(OCC(=O)OC(C)C)ccc3c2=O)c1,0.93
O=C(CSc1ncccn1)Nc1cccc2nsnc12,-4.2
Cn1cnc([N+](=O)[O-])c1Sc1ccc(F)cc1,-10
Nc1c(-c2nc(-c3ccccc3)cs2)c2ccccn2c1C(=O)c1cccs1,0.81
Cn1cc([N+](=O)[O-])c(C(=O)Nc2ccc(Cl)cc2)n1,1.7
# (next part)
SMILES,Dicer inh
N#Cc1c(NC(=O)COc2ccc(Cl)cc2)sc2c1CCCC2,-0.23
COc1ccc(C2=CSC3=NCCN23)cc1,1.6
CCCN1C(=O)C2(/C(=C(/O)c3ccc(C)c(F)c3)C(=O)C(=O)N2CC2CCCO2)c2ccccc21 (configuration not stated),0.22
O=C(Cn1cc(C(=O)C2CCCCC2)c2ccccc21)NCc1ccco1,0.42
O=C1Cc2ccccc2C(c2ccccc2Cl)N1 (configuration not stated),-1.6
O=C1C(=O)N(c2nccs2)C(c2ccccc2)/C1=C(\O)c1ccc(Br)cc1 (configuration not stated),1.1
